Screening data (PubChem BioAssay)
Anthrax LF prot: anthrax lethal factor protease inhibition. P15917. multiplex microsphere protease cleavage assay, LF. inhibition, % at 10 µM. hit rate 0.12% among 360,000. AID 588501; also: plate controls were buffer without enzyme for full effect and enzyme alone for no effect
PrPC TRFRET: inhibitors of human cell surface prion protein PrPC | TR-FRET read-out | inhibition, % at 13.8 µM | hit rate 0.43% among 370,000 | AID 720596; in the data active = inhibition above about 24%; also: 0% = median of the test wells and 100% = reference compound wells
SARS 3CLpro inh: SARS-CoV 3CLpro protease inhibition. hit rate 0.14% among 290,000. inhibition, % at 6 µM. AID 1706. recombinant SARS-CoV 3CLpro, quenched FRET peptide cleavage; in the data active = inhibition above about 12%
TcdB inh: blocks C. difficile toxin B glycohydrolase activity; inhibition, % at 9.99 µM; AID 652162; P18177; TcdB glycohydrolase enzymatic assay, plate reader; hit rate 0.24% among 350,000; in the data active = inhibition above about 10%
Target sequence (P18177 whole entry, looked up): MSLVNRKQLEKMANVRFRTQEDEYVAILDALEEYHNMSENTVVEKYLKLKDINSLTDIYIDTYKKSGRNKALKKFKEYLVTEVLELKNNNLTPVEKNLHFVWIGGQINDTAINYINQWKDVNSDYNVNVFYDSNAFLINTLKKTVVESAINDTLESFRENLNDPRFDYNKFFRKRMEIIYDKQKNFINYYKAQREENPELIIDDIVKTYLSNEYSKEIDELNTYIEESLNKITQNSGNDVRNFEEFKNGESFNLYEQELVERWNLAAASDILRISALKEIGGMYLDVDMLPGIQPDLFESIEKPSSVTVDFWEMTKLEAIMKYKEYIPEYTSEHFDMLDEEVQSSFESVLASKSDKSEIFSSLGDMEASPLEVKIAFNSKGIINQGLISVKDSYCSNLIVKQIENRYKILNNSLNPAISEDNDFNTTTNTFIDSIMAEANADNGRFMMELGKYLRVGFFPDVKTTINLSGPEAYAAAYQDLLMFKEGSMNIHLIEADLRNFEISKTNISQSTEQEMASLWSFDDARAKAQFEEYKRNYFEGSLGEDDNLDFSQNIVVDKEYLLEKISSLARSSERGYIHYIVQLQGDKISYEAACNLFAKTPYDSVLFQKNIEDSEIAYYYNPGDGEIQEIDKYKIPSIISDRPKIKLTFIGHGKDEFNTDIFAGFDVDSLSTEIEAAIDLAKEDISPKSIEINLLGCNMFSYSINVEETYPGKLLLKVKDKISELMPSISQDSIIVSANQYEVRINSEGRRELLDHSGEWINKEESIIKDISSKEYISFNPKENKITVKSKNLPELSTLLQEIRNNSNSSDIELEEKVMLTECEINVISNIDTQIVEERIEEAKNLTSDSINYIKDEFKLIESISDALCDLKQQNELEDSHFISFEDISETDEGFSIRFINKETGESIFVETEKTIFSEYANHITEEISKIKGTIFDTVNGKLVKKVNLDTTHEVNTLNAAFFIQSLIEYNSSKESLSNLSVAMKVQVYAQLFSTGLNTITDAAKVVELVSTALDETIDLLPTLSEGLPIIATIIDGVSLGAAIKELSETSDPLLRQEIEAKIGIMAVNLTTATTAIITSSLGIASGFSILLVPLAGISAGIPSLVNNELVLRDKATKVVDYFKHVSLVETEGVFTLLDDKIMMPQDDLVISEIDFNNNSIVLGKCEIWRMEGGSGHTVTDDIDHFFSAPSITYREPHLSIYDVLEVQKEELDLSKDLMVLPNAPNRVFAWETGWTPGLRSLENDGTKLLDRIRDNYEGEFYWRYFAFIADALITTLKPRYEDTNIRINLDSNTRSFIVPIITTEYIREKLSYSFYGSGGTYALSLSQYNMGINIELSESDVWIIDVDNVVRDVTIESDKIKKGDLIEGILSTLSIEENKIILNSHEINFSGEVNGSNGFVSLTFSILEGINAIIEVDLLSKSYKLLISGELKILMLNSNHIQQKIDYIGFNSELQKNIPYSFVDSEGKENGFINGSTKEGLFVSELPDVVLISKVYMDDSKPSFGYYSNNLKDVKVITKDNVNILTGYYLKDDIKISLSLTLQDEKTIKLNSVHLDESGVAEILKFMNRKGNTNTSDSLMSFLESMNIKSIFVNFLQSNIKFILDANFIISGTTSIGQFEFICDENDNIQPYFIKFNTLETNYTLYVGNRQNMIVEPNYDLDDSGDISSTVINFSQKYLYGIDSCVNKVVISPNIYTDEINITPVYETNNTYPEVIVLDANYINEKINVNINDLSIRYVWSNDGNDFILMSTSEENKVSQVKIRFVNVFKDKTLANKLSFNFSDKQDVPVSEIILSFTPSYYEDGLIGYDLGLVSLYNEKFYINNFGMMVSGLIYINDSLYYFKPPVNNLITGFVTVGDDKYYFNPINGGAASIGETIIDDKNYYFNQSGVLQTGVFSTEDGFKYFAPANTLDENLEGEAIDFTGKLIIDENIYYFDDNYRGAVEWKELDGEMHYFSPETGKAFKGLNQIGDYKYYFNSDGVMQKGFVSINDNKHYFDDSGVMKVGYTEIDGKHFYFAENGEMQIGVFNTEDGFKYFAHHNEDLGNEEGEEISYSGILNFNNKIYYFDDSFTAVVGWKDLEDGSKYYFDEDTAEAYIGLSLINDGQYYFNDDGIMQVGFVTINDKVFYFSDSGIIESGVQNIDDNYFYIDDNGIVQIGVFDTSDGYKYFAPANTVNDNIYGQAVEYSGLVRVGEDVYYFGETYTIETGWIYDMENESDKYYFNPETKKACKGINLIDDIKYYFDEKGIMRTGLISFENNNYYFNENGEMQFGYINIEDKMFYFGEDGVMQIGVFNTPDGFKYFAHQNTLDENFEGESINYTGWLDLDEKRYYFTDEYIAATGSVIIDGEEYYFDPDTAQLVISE
Y pestis TopoI: Y. pestis Topo-I inhibition via cleavage products; activity, % at 10 µM; Y. pestis Topo-I cleavage product accumulation, plate reader; hit rate 0.064% among 360,000; AID 504884; in the data active = activity above about 50%, passing the limit was not always enough; also: inactives centre near 2
PriA SSB inh: inhibitors of Klebsiella pneumoniae PriA binding to SSB C-terminal tail | AlphaScreen SSBct-PriA binding, biotinylated peptide | inhibition, % at 33 µM | hit rate 0.6% among 430,000 | AID 1272365; in the data active = inhibition mostly above about 37%, no sharp cut-off; inactive = mostly below about 20%;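 also: plate controls were negative control peptide for no effect and reference peptide for full effect; strong numbers were not always called active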
Vc quorum ag: quorum light induction in luxS cqsA deficient V. cholerae. V. cholerae BH1578 lux reporter, luminescence, 6 h. activation, % at 18.7 µM. hit rate 0.16% among 350,000. AID 588436; in the data active = activation mostly above about 9.7%, no sharp cut-off; also: not every result past the cut was called active; inactives centre near 0; reference of the scale not given here
PfHsp40 rescue: rescue of PfHsp40-mediated yeast toxicity | S. cerevisiae expressing PfHsp40, growth rescue, ATP luminescence | growth rescue, % at 12.5 µM | hit rate 0.68% among 340,000 | AID 504582; in the data active = growth rescue above about 28%, passing the limit was not always enough;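 also: yeast W303a lacking pdr1 and pdr3 grown in galactose medium; growth measured after three days at 30 °C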
BoNT-A LC inh2: BoNT A light chain protease inhibition | inhibition, % at 10 µM | multiplex microsphere protease substrate cleavage, flow cytometry | AID 588499 | hit rate 0.17% among 360,000; also: plate controls were buffer without enzyme for full effect and enzyme alone for no effect
* hit, by the source's call; i = inactive; . = not tested or not shown; & = joins results of further samples. Rule as the data show it, unless noted: active = inhibition above about 30%; inconclusive = no clear call, values can overlap the other calls; inactive = below that.

Every second line gives: Anthrax LF prot, PrPC TRFRET, SARS 3CLpro inh, TcdB inh, Y pestis TopoI, PriA SSB inh, Vc quorum ag, PfHsp40 rescue, BoNT-A LC inh2
1) CC1(C)C2CCC1(CS(=O)(=O)NCc1ccc(Cl)cc1Cl)C(=O)C2 (stereo not given)
 : -4, 11, -4, 1.4, 14, -26, -0.4, 2.5, -0.4
2) O=C(COC(=O)c1ccncc1)Nc1cc(S(=O)(=O)N2CCOCC2)ccc1Cl
 : 5, 4, ., 0.9, -6, 8, i, -0.3, 4.7
3) CC(C)CNC(=O)C1(C)CCCCCN1C(=O)c1cccnc1 (stereo not given)
 : 5, 2, ., -10, -13, ., -0.3, ., 0.5
4) O=C(OCC(=O)N1CCCC1=O)c1ccc(Cl)cc1[N+](=O)[O-]
 : -4, 0, ., 1.3, -5, -3, -14, -0.7, -0.8
5) OCCCNC(c1ccccc1)c1ccc(O)cc1 (stereo not given)
 : -4, -2, -4, ., -3, 11, i, -1.1, -0.2
6) CCCC(c1nnnn1Cc1ccc(OC)cc1)N1CCC(C(N)=O)CC1 (stereo not given)
 : -1, 8, 3, ., -2, -12, 1.0, -1.0, 0.4
7) Cc1ccc(CNc2ccc(N3CCOCC3)c(Cl)c2)cc1
 : -4, 7, 7, -1.0, 24, 7, 0.7, 1.2, -1.1
8) O=C(Nc1cccc(Oc2ccc3c(c2)C(=O)NC3=O)c1)c1ccco1
 : -3, 2, -1, ., 8, 1, i, 0.2, 0.9
9) CC(=O)c1ccc(NC(=O)COC(=O)C2C3CC4OC(=O)C2C4C3)cc1 (stereo not given)
 : -12, 5, -1, 0.3, -1, 1, -0.2, 0.1, -2.6
10) CCCCCCCC1c2c(c(C)c(C)oc2=O)Oc2c(C)c(C)oc(=O)c21
 : -1, 2, ., 0.6, 4, -6, i, -0.4, 0.1
11) Cc1ccc([N+](=O)[O-])cc1N1C(=O)CS/C1=N\NC(=O)c1cccnc1
 : -5, -2, -7, 1.0, -2, ., 0.5, -1.1, -1.1
12) O=C(CCCOc1ccccc1)NCCc1ccccc1
 : 6, -1, 5, 0.1, 11, -12, -0.2, -1.0, 0.8
13) COc1ccc(N2C(=O)/C(=C/c3cccnc3)NC2=S)cc1
 : -2, -2, -3, ., 0, -13, -0.2, -0.5, -0.3
14) CCN1CCN(C(c2cccs2)C(C)NC(=O)c2ccccc2F)CC1 (stereo not given)
 : 1, -6, -3, 0.9, 3, 1, -8.0, 0.5, -0.6
15) O=c1c2ccccc2c(=O)n2n1Cc1ccccc1C2
 : -7, -4, 4, 0.2, 4, 9, -0.7, 0.5, -0.3
16) Cc1[nH]c(=S)n(CC2CCCO2)c1C (stereo not given)
 : -4, -5, 2, ., -2, -7, -0.3, 0.3, 0.2
17) O=C1CCCc2c1nc(-c1ccco1)n2O
 : -3, -2, 1, ., -2, -4, 2.0, 0.0, 1.2
18) CCc1cc2c(=O)c(-c3ccc4c(c3)OCO4)coc2c(CN(C)C)c1O
 : -13, 86*, 2, -0.2, 8, -5, -10, -0.6, 1.4
19) Cn1c(CNC(=O)CNS(=O)(=O)c2ccc(F)cc2F)cc(=O)n(C)c1=O
 : 2, -4, 0, -1.0, -2, -1, -0.1, -0.7, 1.5
20) COc1ccc(C(=O)OCC2CC(c3ccccc3)=NO2)cc1OC (stereo not given)
 : 0, 0, 1, 0.1, 5, -11, i, 0.0, 0.0
21) O=c1/c(=C\c2ccc(O)cc2)sc2nc(-c3ccccc3)c(-c3ccccc3)n12
 : 4, 8, 1, 1.1, -5, ., -0.1, -2.0, -0.9
22) O=C(Cc1ccc(NC2=NC3CS(=O)(=O)CC3S2)cc1)NCc1ccccc1Cl (stereo not given)
 : -12, 5, -5, 0.6, -1, -13, -0.1, -1.0, 0.3
23) Cc1[nH]c2ccccc2c1/C=N/Nc1ccccc1[N+](=O)[O-]
 : -56, -18, 2, 3.8, -1, ., -0.7, -0.4, -1.2
24) COc1ccc(C(=O)CC(=O)C(=O)Nc2cc(OC)ccc2OC)cc1
 : -7, -3, -1, -0.2, 2, 1, i, -0.7, -1.0
25) CN(NC(=O)c1ccccc1F)c1ncccc1[N+](=O)[O-]
 : 2, -7, 1, -0.4, -8, -7, i, -0.3, 0.2
26) CCOC(=O)N1CCc2c(sc3ncn(Cc4ccc(F)cc4)c(=O)c23)C1
 : 6, 6, -3, 0.3, 14, -3, 0.3, 0.4, -0.2
27) Cc1cccc(NP(C)(=O)c2nc3c(s2)CCCC3)c1 (stereo not given)
 : -1, 9, 1, 0.4, -5, -8, i, 1.3, 0.0
28) CC(C)C(NC(=O)c1ccc(C(C)(C)C)cc1)C(=O)NC1=NCCS1 (stereo not given)
 : -2, 14, 2, ., 11, -4&0, -1.6, 0.1, -0.8
29) COCCNC(=O)c1ccccc1NC(=O)c1ccccc1N(C)S(C)(=O)=O
 : -4, 1, 2, ., -5, -3, -0.4, -1.2, 0.4
30) O=C(Cc1ccc(NC2=NC3CS(=O)(=O)CC3S2)cc1)NCc1ccccc1 (stereo not given)
 : 4, -2, -3, 0.0, -10, 3, i, 0.6, -0.8

Reprinted at random: two entries already listed, in no set order.
Every second line gives: Anthrax LF prot, PrPC TRFRET, SARS 3CLpro inh, TcdB inh, Y pestis TopoI, PriA SSB inh, Vc quorum ag, PfHsp40 rescue, BoNT-A LC inh2
20) COc1ccc(C(=O)OCC2CC(c3ccccc3)=NO2)cc1OC (stereo not given)
 : 0, 0, 1, 0.1, 5, -11, i, 0.0, 0.0
24) COc1ccc(C(=O)CC(=O)C(=O)Nc2cc(OC)ccc2OC)cc1
 : -7, -3, -1, -0.2, 2, 1, i, -0.7, -1.0

(further entries)
Every second line gives: Anthrax LF prot, PrPC TRFRET, SARS 3CLpro inh, TcdB inh, Y pestis TopoI, PriA SSB inh, Vc quorum ag, PfHsp40 rescue, BoNT-A LC inh2
31) c1ccc(-c2cc3nc(NCc4cccs4)ccn3n2)cc1
 : 2, 20, ., -0.8, -8, ., -0.3, ., 1.5
32) COc1ccc(C(CC(=O)N2CCCCC2)C(C)C)cc1 (stereo not given)
 : -13, 4, 3, -0.2, -7, -12, 0.9, -0.9, -4.2
33) Cc1ccc(S(=O)(=O)NC(=O)Nc2ccc(F)cc2)cc1
 : -2, -5, 1, ., -2, -1, i, -0.6, 0.4
34) COc1cccc(OCC(O)CN2CCc3ccccc3C2)c1 (stereo not given)
 : -1, -16, 3, 0.9, 1, 3, -5.9, -0.5, 0.7
35) CC(=O)Nc1ccc(NC(=O)Cn2ccc([N+](=O)[O-])n2)cc1
 : -6, -10, 8, -2.2, 3, 1, 3.2, -0.7, -0.6
36) CN1CCN(CC#CC(C)(O)C2CC3C=CC2C3)CC1 (stereo not given)
 : -5, 5, 2, ., -3, -33, i, -1.0, 0.6
37) CCC(C)C(=O)Nc1nc(C)c(-c2csc(Nc3cc(Cl)ccc3OC)n2)s1 (stereo not given)
 : 5, -2, 8, 0.5, -31, 10, -3.7, -0.9, 0.6
38) Cn1c(SCC(=O)NCc2ccc(F)cc2)ncc(C(=O)Nc2ccccc2)c1=O
 : -1, -2, ., 1.0, 2, -8, -0.7, 0.0, 3.5
39) COc1ccc(CCC2(C)OCC(CCCCO)O2)cc1 (stereo not given)
 : -2, -9, ., -0.4, 4, -3, -5.6, -1.6, 0.7
40) Cc1oc(-c2ccccc2)cc1C(=O)Nc1cccc(C(=O)O)c1
 : -1, -1, 0, ., -7, -25, -0.3, -0.2, -0.5
41) COc1ccc(/C=C(/NC(=O)c2ccccc2)C(=O)NCCN2CCOCC2)cc1OC
 : -5, 0, -2, 1.2, -12, 5, i, -2.7, 2.3
42) C=CCn1c(COc2ccc(Cl)cc2)nnc1SCC(=O)NCC(=O)OCC
 : 0, 2, 2, ., -6, 8, 1.8, -0.1, 0.7
43) N#Cc1cccc(NC(=O)COC(=O)CCc2ccc(S(=O)(=O)N3CCOCC3)cc2)c1
 : 5, -6, ., 0.7, -5, -1, i, 0.2, 0.3
44) CCCOC(=O)C(C)n1c(-c2ccccc2)nc2ccccc2c1=O (stereo not given)
 : -4, -1, -10, ., 6, -16, i, -1.4, -0.1
45) COC(=O)C(NC(=O)c1ccc(OC)cc1)(Nc1ncc(S(=O)(=O)c2ccc([N+](=O)[O-])cc2)s1)C(F)(F)F (stereo not given)
 : -4, ., 11, ., 13, 29, -2.6, -0.1, -0.3
46) CCOC(=O)c1sc(NC(=O)Nc2ccc(Cl)cc2)cc1C
 : -5, 7, 9, ., -3, -7, i, 1.4, -0.2
47) O=c1[nH]c2cc3c(cc2cc1CN(Cc1nnnn1CC1CCCO1)C1CCCCC1)OCO3 (stereo not given)
 : 0, -1, 0, ., 2, 2, -0.8, -1.8, 1.6
48) COCC(C)n1c(C)cc(C(=O)COC(=O)c2ccc3c(c2)NC(=O)CS3)c1C (stereo not given)
 : -1, -6, -2, 0.4, 24, 2, -0.4, 1.2, 0.0
49) Cn1nnnc1Sc1ncnc2scc(-c3cccc4c3sc3ccccc34)c12
 : -9, 3, ., 1.9, 27, -11, -0.9, -0.9, -0.1
50) O=c1ccn([C@@H]2O[C@H](CNS(=O)(=O)c3csc(-c4ccno4)c3)[C@@H](O)[C@H]2O)c(=O)[nH]1
 : -7, -10, ., 0.9, 2, 1, i, -2.1, -0.4
51) O=C1CC(c2cccc(Oc3ccccc3)c2)NC(=O)N1 (stereo not given)
 : -8, 7, -4, ., -2, 3, 0.4, -0.6, -0.7
52) COc1ccc(Cl)cc1NC(=O)C1CCCN(c2cc(C)nc3ncnn23)C1 (stereo not given)
 : -2, -1, -3, ., 19, -5, i, 1.2, 0.4
53) CCc1nc(N[C@@H](Cc2c[nH]c3ccccc23)C(=O)O)c2oc3ccccc3c2n1
 : -6, -2, 1, ., -7, -4, ., 8.2, -0.4
54) O=C(CNC(=O)c1[nH]cnc1C(=O)NC(c1ccccc1)c1ccccc1)OCc1ccccc1
 : 2, 5, 2, 0.8, 2, 17, 0.7, 0.7, 0.5
55) CN1CCC(=O)N([C@H](CN=[N+]=[N-])Cc2ccccc2)CC1
 : 4, 5, -2, 0.9, -7, 0, i, -0.2, 0.7
56) COc1ccc(/C=N/Nc2ccc([N+](=O)[O-])cc2S(=O)(=O)N2CCN(C)CC2)cc1
 : 2, -2, 1, 0.3, -4, ., i, -0.8, 0.2
57) O=C(Nc1ccc2c(c1)CCO2)Nc1nnc([C@H]2C[C@H](O)[C@@H](CO)O2)s1
 : -5, 6, ., -0.7, -2, ., -3.3, ., -0.5
58) COc1ccc(CNC(=O)C2=CC(c3ccc(C)cc3)=NS(=O)(=O)N2C)cc1
 : -3, 7, 10, -3.3, 12, 6, -0.3, -1.3, -0.1
59) Oc1cccc(C(=S)N2CCC(Cc3ccccc3)CC2)c1
 : 15, 0, 2, 0.4, 8, -8, 1.5, 2.3, -1.7
60) O=C1COc2ccc(S(=O)(=O)N3CCCCC3)cc2N1
 : 1, 4, -3, 0.3, -1, -12, -0.4, -0.1, 1.3
61) CCc1ccccc1S(=O)(=O)Cc1ccc(C(=O)NCC2CCCO2)o1 (stereo not given)
 : -2, 0, 2, ., 4, -3, -0.2, 0.1, 1.8
62) Cc1ccc(S(=O)(=O)NC(CC(=O)NCc2ccco2)c2ccco2)cc1 (stereo not given)
 : 2, -5, 5, ., 1, 0, -0.9, 2.2, -0.2
63) COc1ccc(-n2c(=S)[nH]c3cc(C(=O)NCc4cccnc4)ccc3c2=O)cc1
 : 8, -4, 2, 0.4, 1, 1, i, -1.8, -2.5

Not all compounds are listed; rates above refer to the full screens.
